PDI inh: inhibitors of human PDI, primary screen, biochemical, turbidity, single point, plate reader; Protein disulfide-isomerase (Homo sapiens), P07237; PDI insulin aggregation turbidity, A650, 90 min; inhibition, % at 10 µM; 350,000 tested, 0.052% active;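 active = mean inhibition across replicates of 30% or more, whatever share of single replicates reach that level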;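 note: absorbance from insulin aggregation driven by PDI reduction with DTT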
Vif inh: HIV Vif self-association inhibitors, primary screen, imaging, HEK293T, single point. HEK293T cells, Vif self-association by quenched fluorescence, 24 h. inhibition, % at 7.49 µM. 340,000 tested, 0.35% active. AID 602346, 2012; in the data active = inhibition above about 50%, passing the limit was not always enough; note: some results filed as inactive read as strong as hits
CaV13 ICDI inh: Primary screen for inhibitors of IQ motif and Ca2+-dependent inactivation inhibitor domain binding in CACNA1D, Förster resonance energy transfer in living cells, …; AID 743397; inhibition, % at 12.3 µM; HEK cells, CFP/YFP FRET ICDI-IQ, plate reader, 10 min; percent FRET-ratio fall versus neutral wells; 340,000 tested, 0.098% active;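 active = mean replicate inhibition of at least 30% and at least 1% of replicates passing that level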;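 note: 0% = median of the neutral control wells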
ABCB6 inh 2: ABCB6 transporter inhibitors, primary screen, K562-ABCB6 cells, flow cytometry, MLPCN library. AID 602162, 2011. K562-ABCB6 porphyrin accumulation, 1 h; hits give low values. 360,000 tested, 0.19% active. fluorescence ratio to DMSO, % at 10 µM;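 active = fluorescence ratio to DMSO below 75%, the collection mean minus 3 SD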;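 note: signal is porphyrin accumulated inside mitochondria; 100% equals median channel fluorescence of DMSO control wells; lower ratio means ABCB6 inhibition with less porphyrin fluorescence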
Target sequence (Q9NP58 whole entry, looked up): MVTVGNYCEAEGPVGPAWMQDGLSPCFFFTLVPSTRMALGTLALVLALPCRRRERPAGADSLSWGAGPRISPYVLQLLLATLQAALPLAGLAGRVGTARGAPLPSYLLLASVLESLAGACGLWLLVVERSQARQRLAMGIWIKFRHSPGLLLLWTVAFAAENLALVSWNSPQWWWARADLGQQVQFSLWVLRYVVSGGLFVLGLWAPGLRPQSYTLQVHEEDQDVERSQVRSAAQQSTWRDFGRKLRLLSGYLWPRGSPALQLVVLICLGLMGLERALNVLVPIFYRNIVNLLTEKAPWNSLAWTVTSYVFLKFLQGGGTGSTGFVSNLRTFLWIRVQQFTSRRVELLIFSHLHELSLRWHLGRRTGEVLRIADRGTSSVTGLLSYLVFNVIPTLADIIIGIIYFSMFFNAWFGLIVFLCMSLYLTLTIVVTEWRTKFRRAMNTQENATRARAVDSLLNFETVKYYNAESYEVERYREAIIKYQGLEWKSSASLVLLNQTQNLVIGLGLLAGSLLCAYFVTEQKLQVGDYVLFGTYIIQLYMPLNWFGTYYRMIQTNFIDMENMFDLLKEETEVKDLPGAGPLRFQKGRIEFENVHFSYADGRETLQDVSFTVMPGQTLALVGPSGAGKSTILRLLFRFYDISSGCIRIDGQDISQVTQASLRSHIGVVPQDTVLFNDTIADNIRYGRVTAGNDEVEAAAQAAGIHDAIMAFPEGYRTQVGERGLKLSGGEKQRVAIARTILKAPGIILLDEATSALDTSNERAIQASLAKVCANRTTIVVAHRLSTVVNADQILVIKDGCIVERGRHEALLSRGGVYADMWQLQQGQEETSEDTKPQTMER
H9c2 protect: cardioprotection against H2O2-induced cell death, primary screen, uHTS, H9c2 cells, ATPLite luminescence | H9c2 cardiomyocytes, H2O2 injury protection, 2 h | protection from H2O2 cell death, % at 20 µM | 360,000 tested, 0.63% active;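 active = compounds giving at least 50% protection of heart cells from peroxide-induced death in the single-dose screen, raw or plate-pattern-corrected value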;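 note: 0% = DMSO wells with peroxide and 100% = DMSO wells without peroxide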
N-glyco inh: increase of ERlucT glycosylation luciferase signal, primary screen, N-linked glycosylation inhibitor project, D54 ERlucT cells, luminescence, set 2. D54 ERlucT glycosylation luciferase reporter, 24 h; percent of 100 nM tunicamycin response. reporter increase, % at 12.5 µM. 360,000 tested, 0.23% active. AID 588692, 2011;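 active = mean luciferase reporter signal, scaled so untreated is 0 and the glycosylation-blocking control 100, at or above a set limit in every replicate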;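 note: luciferase carries N-glycosylation sites so blocking glycosylation raises the light; 0% = median of neutral control wells and 100% = median of 100 nM tunicamycin wells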
aDG glyco up: activators of alpha-DG glycosylation, primary screen, uHTS, Pro5-aDG cells, AlphaScreen | alpha-DG glycosylation AlphaScreen (IIH6); 0% Pro5, 100% B10-LARGE cell signal | activation, % at 10 µM | 360,000 tested, 0.22% active;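 active = activation of at least 8% versus controls, or a plate z-score of at least 8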;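 note: Pro5 are CHO cells carrying HIG-tagged alpha-DG that lacks glycosylation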
m5-HT2A agonist: mouse Htr2a agonists via beta-arrestin recruitment, primary screen, cell-based, luminescence; 360,000 tested, 0.66% active; activation, % at 7.6 µM; AID 624169, 2012; CHO-K1 mHTR2A beta-arrestin complementation; percent of 30 µM serotonin response;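 active = activation above a run cutoff, the mean activation of all tested compounds plus 3 SD, cut at about 14% in these data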;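 note: 0% = plate median of compound wells and 100% = 30 µM serotonin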
hiPSC survival: enhancers of single-cell hiPSC survival, primary screen, ATPlite luminescence. 360,000 tested, 0.044% active. survival enhancement, % at 20 µM. 100% = ROCK inhibitor wells, 0% = DMSO; in the data active = survival enhancement above about 18%;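 note: cells exposed to compounds for 16 hours before the ATP read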
Granule exo inh: LAMP-1 surface exposure blockers, TALL-104 cells – cell-based, flow cytometry, MLPCN library, primary screen | TALL-104 LAMP-1 surface exposure; cells stimulated with thapsigargin and PMA | inhibition, % at 10 µM | 360,000 tested, 0.66% active | AID 651702, 2012;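 active = inhibition above about 55%, limit read from the data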
* = called active by the depositor.

How did CCC1CCCCN1CCCNC(=O)CN1C(=O)c2cccnc2Oc2ccc(C)cc21 (configuration not stated) do in these assays?
PDI inh: 3.0; Vif inh: -0.9; CaV13 ICDI inh: -2.7; ABCB6 inh 2: 91.0; H9c2 protect: 6.1; N-glyco inh: 3.0; aDG glyco up: 0.1; m5-HT2A agonist: -4.5; hiPSC survival: 0.7; Granule exo inh: -6.0

What do the screens show for `CCc1cc(-c2n[nH]c(C)c2-c2nc3ccccc3n2C)c(O)c(CN2CCN(C)CC2)c1O`?
PDI inh: 8.6; Vif inh: 4.5; CaV13 ICDI inh: -8.4; ABCB6 inh 2: 105.0; H9c2 protect: 21.4; N-glyco inh: 4.3; aDG glyco up: 0.1; m5-HT2A agonist: 6.3; hiPSC survival: 0.1; Granule exo inh: 1.2

Results for CCC(=O)Nc1ccc(C(=O)OCC(=O)c2ccc(C)c([N+](=O)[O-])c2)cc1 ?
PDI inh: -2.7; Vif inh: -12.2; CaV13 ICDI inh: -5.8; ABCB6 inh 2: 102.0; H9c2 protect: -0.7; N-glyco inh: -0.9; aDG glyco up: 0.3; m5-HT2A agonist: 5.7; hiPSC survival: 1.6; Granule exo inh: -5.4

What do the screens show for `O=C(/C=C/[C@H]1O[C@@H](n2cnc3c(NC(=O)c4ccccc4)ncnc32)[C@H](O)[C@@H]1O)NCCc1ccc(F)cc1`?
Vif inh: 3.0; CaV13 ICDI inh: -6.0; ABCB6 inh 2: 99.0; H9c2 protect: -1.3; N-glyco inh: 0.9; aDG glyco up: 0.0; m5-HT2A agonist: -3.5; hiPSC survival: -1.3; Granule exo inh: -3.4

What do the screens show for `CCOc1ccc(NC(=O)CSc2nc3[nH]ncc3c(=O)[nH]2)cc1`?
PDI inh: 0.1; Vif inh: 26.4; CaV13 ICDI inh: -5.0; ABCB6 inh 2: 97.0; H9c2 protect: 3.2; N-glyco inh: 1.5; aDG glyco up: -0.1; m5-HT2A agonist: 3.3; hiPSC survival: -0.4; Granule exo inh: 3.7

What do the screens show for `Cc1cnc(NC(=O)c2c(Cl)cnn2C)s1`?
PDI inh: -1.1; ABCB6 inh 2: 96.0; H9c2 protect: 3.5; N-glyco inh: 2.0; aDG glyco up: -0.4; m5-HT2A agonist: 6.3; hiPSC survival: 0.1; Granule exo inh: -0.2

How did COc1ccc(C(=O)NNC2=Nc3cccc4cccc2c34)cc1 do in these assays?
PDI inh: 4.7; Vif inh: -2.8; CaV13 ICDI inh: -4.9; ABCB6 inh 2: 99.0; H9c2 protect: 20.5; N-glyco inh: 2.2; aDG glyco up: 0.4; m5-HT2A agonist: -2.0; hiPSC survival: -0.7; Granule exo inh: 2.5

How did O=C(Nc1nc2ccccc2n1Cc1ccccc1)c1ccc(COc2ccccc2[N+](=O)[O-])o1 do in these assays?
PDI inh: 11.4; Vif inh: -5.9; CaV13 ICDI inh: -7.6; ABCB6 inh 2: 99.0; H9c2 protect: 15.1; N-glyco inh: 3.0; aDG glyco up: -0.2; m5-HT2A agonist: -2.2; hiPSC survival: -1.2; Granule exo inh: -1.7

What do the screens show for `O=C(COc1ccc(Cl)cc1)N1CCN(c2ccc([N+](=O)[O-])c(N3CCCCC3)c2)CC1`?
PDI inh: -8.4; Vif inh: -4.8; CaV13 ICDI inh: -8.4; ABCB6 inh 2: 100.0; H9c2 protect: 13.1; N-glyco inh: -2.7; aDG glyco up: 0.3; m5-HT2A agonist: 4.8; hiPSC survival: 2.1; Granule exo inh: 5.1

Results for CN(C)C(CNC(=O)CCNS(=O)(=O)c1ccccc1C(F)(F)F)c1ccccc1 (configuration not stated) ?
PDI inh: 8.0; Vif inh: -0.2; CaV13 ICDI inh: -5.2; ABCB6 inh 2: 92.0; H9c2 protect: 8.9; N-glyco inh: -0.6; aDG glyco up: -0.1; m5-HT2A agonist: -4.0; hiPSC survival: 0.0; Granule exo inh: 6.5

Results for CC1(C)OC2OC3C(CN)OC(c4ccccc4)OC3C2O1 (configuration not stated) ?
PDI inh: -3.1; Vif inh: 6.4; CaV13 ICDI inh: -5.7; ABCB6 inh 2: 94.0; H9c2 protect: -1.3; N-glyco inh: 4.5; aDG glyco up: 0.2; m5-HT2A agonist: -2.1; hiPSC survival: 2.3; Granule exo inh: -1.7

What do the screens show for `COc1ccc(NS(=O)(=O)c2ccc(S(=O)(=O)N3CCCC3)cc2)cc1`?
PDI inh: -14.5; Vif inh: -4.6; CaV13 ICDI inh: -5.8; ABCB6 inh 2: 109.0; H9c2 protect: -8.0; N-glyco inh: -0.5; aDG glyco up: 0.2; m5-HT2A agonist: 5.4; hiPSC survival: 5.5; Granule exo inh: -0.2

What do the screens show for `COc1cc2c(cc1OC)C1=C(C#N)COCN1CC2`?
PDI inh: 11.4; Vif inh: 1.4; CaV13 ICDI inh: -6.2; ABCB6 inh 2: 95.0; H9c2 protect: 2.2; N-glyco inh: -0.8; aDG glyco up: -0.3; m5-HT2A agonist: -0.5; hiPSC survival: -0.7; Granule exo inh: 1.2

How did COCCCn1c(C(=O)N2CC(C)OC(C)C2)cc2c(=O)n3ccccc3nc21 (configuration not stated) do in these assays?
PDI inh: 5.2; Vif inh: -2.2; CaV13 ICDI inh: -2.4; ABCB6 inh 2: 99.0; H9c2 protect: -0.4; N-glyco inh: -0.7; aDG glyco up: 0.0; m5-HT2A agonist: -5.3; hiPSC survival: 0.4; Granule exo inh: -6.4

What do the screens show for `Cc1cc2oc(C(=O)N(Cc3ccc(N(C)C)cc3)CC3CCCO3)c(C)c2cc1C` (configuration not stated)?
PDI inh: -2.8; Vif inh: 24.8; CaV13 ICDI inh: -14.9; ABCB6 inh 2: 98.0; H9c2 protect: -10.7; N-glyco inh: -1.2; aDG glyco up: -0.1; m5-HT2A agonist: -4.2; hiPSC survival: -0.2; Granule exo inh: -4.0

What do the screens show for `Nc1ccc(Oc2ccc(F)cc2)nc1`?
PDI inh: -0.2; Vif inh: 8.1; CaV13 ICDI inh: -20.2; ABCB6 inh 2: 116.0; H9c2 protect: 1.7; N-glyco inh: 2.6; aDG glyco up: -0.1; m5-HT2A agonist: -1.7; hiPSC survival: -0.2; Granule exo inh: -9.0

How did CSc1cccc(NC(=O)CN(C2CCCCC2)S(C)(=O)=O)c1 do in these assays?
PDI inh: -8.4; Vif inh: -1.8; CaV13 ICDI inh: -4.1; ABCB6 inh 2: 99.0; H9c2 protect: -2.9; N-glyco inh: 0.1; aDG glyco up: 0.2; m5-HT2A agonist: -3.1; hiPSC survival: -0.1; Granule exo inh: -3.5

How did CCOC(=O)CN1C(=O)C(O)(CC(=O)c2ccccn2)c2ccccc21 (configuration not stated) do in these assays?
PDI inh: 3.1; Vif inh: 11.0; CaV13 ICDI inh: -8.1; ABCB6 inh 2: 96.0; H9c2 protect: -1.9; N-glyco inh: 1.9; aDG glyco up: 1.1; m5-HT2A agonist: -1.7; hiPSC survival: -1.2; Granule exo inh: 0.8

What do the screens show for `Cc1ccccc1C(=O)N1CCC(C(=O)N(C)CCOc2ccccc2)CC1`?
PDI inh: -4.5; Vif inh: -1.5; CaV13 ICDI inh: -2.6; ABCB6 inh 2: 98.0; H9c2 protect: 1.9; N-glyco inh: -0.4; aDG glyco up: 0.1; m5-HT2A agonist: -2.1; hiPSC survival: 1.4; Granule exo inh: -2.7

How did CCCCCCCCCCNC(=O)CCn1[nH]c(=O)c2ccccc2c1=O do in these assays?
PDI inh: -2.4; CaV13 ICDI inh: -3.4; ABCB6 inh 2: 102.0; H9c2 protect: -7.1; N-glyco inh: 4.3; aDG glyco up: 0.2; m5-HT2A agonist: 1.0; hiPSC survival: -0.8; Granule exo inh: -0.7

What do the screens show for `O=C(O)c1cccc(N2C(=O)c3ccc(C(=O)c4cccc([N+](=O)[O-])c4)cc3C2=O)c1`?
PDI inh: 6.3; Vif inh: 6.5; CaV13 ICDI inh: -2.5; ABCB6 inh 2: 91.0; H9c2 protect: 0.3; N-glyco inh: 3.7; aDG glyco up: -0.1; m5-HT2A agonist: 0.5; hiPSC survival: -0.7; Granule exo inh: -1.7

What do the screens show for `Cc1ccc(C(=O)NCC(=O)N2CCC3(CC2)NCCc2[nH]cnc23)cc1C`?
PDI inh: -4.0; Vif inh: 14.3; CaV13 ICDI inh: -7.0; ABCB6 inh 2: 98.0; H9c2 protect: -3.3; N-glyco inh: -1.2; aDG glyco up: -0.1; m5-HT2A agonist: 2.6; hiPSC survival: 0.1; Granule exo inh: -4.1

How did COc1cc(OC)c(NS(=O)(=O)c2cc(C(=O)NCCCN3CCOCC3)ccc2C)cc1Cl do in these assays?
PDI inh: -7.4; CaV13 ICDI inh: -6.1; ABCB6 inh 2: 104.0; H9c2 protect: 6.3; N-glyco inh: -0.1; aDG glyco up: 0.7; m5-HT2A agonist: 6.4; hiPSC survival: 0.6; Granule exo inh: 1.7

What do the screens show for `CCOC(=O)c1c(NC(=O)COC(=O)c2ccccn2)sc(C)c1C`?
PDI inh: -1.0; Vif inh: -1.4; CaV13 ICDI inh: -1.5; ABCB6 inh 2: 98.0; H9c2 protect: -0.5; N-glyco inh: 11.9; aDG glyco up: -0.2; m5-HT2A agonist: 0.0; hiPSC survival: -0.3; Granule exo inh: 2.3

How did COc1ccc(CCNC(=O)/C=C/C(=O)O)cc1 do in these assays?
PDI inh: 2.8; Vif inh: 3.6; CaV13 ICDI inh: -0.1; ABCB6 inh 2: 100.0; H9c2 protect: -2.3; N-glyco inh: 2.4; aDG glyco up: -0.2; m5-HT2A agonist: 4.2; hiPSC survival: -2.8; Granule exo inh: -0.2

Results for Cc1cc(C)cc(NC(=O)c2cc(=O)c3ccccc3o2)c1 ?
PDI inh: 19.6; Vif inh: -2.1; CaV13 ICDI inh: -6.4; ABCB6 inh 2: 98.0; H9c2 protect: 14.5; N-glyco inh: -1.2; aDG glyco up: 0.0; m5-HT2A agonist: -2.8; hiPSC survival: -1.6; Granule exo inh: -0.1

Results for COc1ccc(C2c3[nH]c4ccccc4c3CCN2Cc2cccn2-c2ncccn2)cc1C (configuration not stated) ?
PDI inh: 5.8; Vif inh: -13.2; CaV13 ICDI inh: -4.9; ABCB6 inh 2: 105.0; H9c2 protect: -2.0; N-glyco inh: -5.1; aDG glyco up: -0.5; m5-HT2A agonist: -1.8; hiPSC survival: -0.7; Granule exo inh: 7.2

What do the screens show for `CC(C(=O)OCC(=O)c1c(N)n(C)c(=O)n(C)c1=O)N1C(=O)c2ccccc2C1=O` (configuration not stated)?
PDI inh: 0.4; Vif inh: -0.3; CaV13 ICDI inh: -4.6; ABCB6 inh 2: 99.0; H9c2 protect: 4.9; N-glyco inh: 3.2; aDG glyco up: -0.1; m5-HT2A agonist: -0.1; hiPSC survival: -0.5; Granule exo inh: -0.3

How did N#CCC(CNc1ncc(C(F)(F)F)cc1Cl)OC(=O)c1ccc(Cl)cc1 (configuration not stated) do in these assays?
PDI inh: -1.5; Vif inh: 3.3; CaV13 ICDI inh: -7.9; ABCB6 inh 2: 97.0; H9c2 protect: -16.1; N-glyco inh: 19.7; aDG glyco up: -0.3; m5-HT2A agonist: -1.5; hiPSC survival: -1.1; Granule exo inh: -1.5
